Chronic BCR inh – chronic active BCR signaling inhibition; ABC-DLBCL IkBa-CBG/CBR reporter, luminescence ratio, 4 h; Potency, µM (top dose mostly 46.1 µM), for inactives: at the highest dose ratio change, negative = lower green/red ratio, usual class: inhibitors; 340,000 compounds, 0.05% hits; AID 493014; active = well fitted inhibition curve with a large enough effect in the signal ratio, with a control signal flat, not every such curve was filed as active; inconclusive = small, poorly fitted or top-dose-only effect, or effect the other way, or a change in a side signal; the % refers to the signal ratio;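 also: potency is read from the fitted curve at half-maximal effect; plate controls were basal doxycycline-induced cells for no effect and cells given 10 µM MG132 for full effect; MG132 reads +100%, hits lower the ratio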
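Compounds up to 46 uM were incubated four hours with TMD8 cells whose green CBG68 luciferase is fused to IkappaBalpha; red CBR luminescence normalised the signal, and concentration-effect curves were fitted to fusion, red and ratio data.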
TCR act – T cell receptor activation; primary human leukocytes, anti-CD3, IL-2 HTRF, 48 h; Potency, µM (top dose mostly 9.22 µM), for the others: at the top dose activation of IL-2 secretion, hits mostly activators; 330,000 tested, under 10 active; also: % of control where 0% means no effect
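48 hr co-incubation of compounds, a-CD3 beads and primary human leukocytes; IL-2 quantified homogeneously by HTRF with anti-IL-2 K and d2 conjugates.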
S-ASM inh – inhibitors of human secretory acid sphingomyelinase | placental ASM, HMU-PC fluorogenic substrate, 60 min | P17405 | Potency, µM (titrated, usually from 57.5 µM), inactives show at the highest dose activity change, negative = inhibition, most hits filed as inhibitors | 340,000 compounds, 0.006% hits; also: potency is read from the fitted curve at half-maximal effect
Target sequence (P17405 47-631 limits assumed): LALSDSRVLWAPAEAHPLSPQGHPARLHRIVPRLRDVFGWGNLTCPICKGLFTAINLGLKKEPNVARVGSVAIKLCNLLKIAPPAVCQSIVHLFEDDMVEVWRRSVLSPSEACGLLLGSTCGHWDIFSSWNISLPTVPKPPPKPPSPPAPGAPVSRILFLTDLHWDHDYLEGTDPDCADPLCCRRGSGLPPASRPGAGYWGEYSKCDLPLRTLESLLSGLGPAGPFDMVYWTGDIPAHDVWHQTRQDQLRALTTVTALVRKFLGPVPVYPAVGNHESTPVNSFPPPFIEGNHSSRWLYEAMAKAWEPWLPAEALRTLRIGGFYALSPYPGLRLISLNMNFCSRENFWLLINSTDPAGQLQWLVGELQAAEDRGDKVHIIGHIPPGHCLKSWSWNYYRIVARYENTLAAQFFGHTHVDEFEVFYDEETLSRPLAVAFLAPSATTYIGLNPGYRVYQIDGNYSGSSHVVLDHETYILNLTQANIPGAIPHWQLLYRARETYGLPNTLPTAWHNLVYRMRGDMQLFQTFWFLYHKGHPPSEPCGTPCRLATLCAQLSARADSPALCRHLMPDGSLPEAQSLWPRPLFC
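Steps: dispense placental human ASM, pin compound, wait 10 min at room temperature, add HMU-PC0 substrate at 9 uM final, incubate 60 min at 37 °C, add stop solution raising pH to 10, read fluorescence.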
PTAP TSG101 blk – blocks PTAP/TSG101 interaction to inhibit HIV-1 budding; Fluorescence polarization, FITC-PTAP peptide / Tsg101 binding; Potency, µM (doses to about 115 µM), without a hit: at the top dose activity change, negative = inhibition, usual class: inhibitors; 340,000 tested, under 10 active; AID 493005; active = well fitted inhibition curve with a large enough effect in the main read-out, with a control signal flat, not every such curve was filed as active; inconclusive = small, poorly fitted or top-dose-only effect, or effect the other way, or a change in a side signal; inactive = no such curve, though single readings can be large or run the other way; also: potency is read from the fitted curve at half-maximal effect; % of control where 0% means no effect
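Fluorescence anisotropy tracks displacement of a FITC-tagged PTAP peptide (50 nM) from the Tsg101 binding domain (10 uM), following a 20 min room-temperature incubation at pH 7.5.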
Eya2 phos inh – Eya2 (human) phosphatase inhibition | Potency, µM (titrated, usually from 76.9 µM), inactives show at the highest dose activity, negative = inhibition, hits mostly inhibitors | 330,000 compounds, 0.006% hits | recombinant Eya2, OMFP fluorescence dephosphorylation (OMFP is methylfluorescein phosphate) | AID 488837; also: potency is read from the fitted curve at half-maximal effect; % is scaled to controls: 0 for no effect and ±100 for the full control effect
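Eya2 (0.2 uM) preincubated 10 min at ambient with compound, then OMFP substrate added at 50 uM; 10 min reaction in 50 mM HEPES pH 7.5, 50 mM NaCl, 5 uM MgCl2, 0.05% BSA, 1 mM DTT. Fluorescence read at Ex 485/Em 525 nm.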
TSHR antag – human thyrotropin receptor antagonism; P16473; TSHR-expressing cells, TSH-stimulated cAMP HTRF, 2 h; stronger effect = lower value; activity change, negative = inhibition, % at 11.5 µM; 330,000 compounds, 0.2% hits;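 active = activity change below a set negative limit, meaning inhibition stronger than a set level, cut at about -70% in these data; inconclusive = activity change between two set negative limits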; also: % is scaled to controls: 0 for no effect and ±100 for the full control effect
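TSHR-expressing cells, 200/well, pre-treated with compound, then stimulated with EC80 TSH (4nM final) for 2 hours at 37 deg C. cAMP measured by competitive HTRF: anti-cAMP cryptate antibody in lysis buffer plus cAMP-d2, read after 30 minutes at room temperature.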
Tb PFK block – T. brucei PFK enzyme inhibition | 330,000 compounds, 0.17% hits | O15648 | Potency, µM (highest dose often 57.5 µM), inactives show top-dose activity, negative = inhibition, actives largely listed as inhibitors | T. brucei PFK, ADP-Glo luminescence;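 also: potency is read from the fitted curve at half-maximal effect; 0% = uninhibited 1x PFK enzyme wells and -100% = no-enzyme wells; nearly all actives have a fitted effect of over 60% in size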
Target sequence (O15648 whole entry, looked up): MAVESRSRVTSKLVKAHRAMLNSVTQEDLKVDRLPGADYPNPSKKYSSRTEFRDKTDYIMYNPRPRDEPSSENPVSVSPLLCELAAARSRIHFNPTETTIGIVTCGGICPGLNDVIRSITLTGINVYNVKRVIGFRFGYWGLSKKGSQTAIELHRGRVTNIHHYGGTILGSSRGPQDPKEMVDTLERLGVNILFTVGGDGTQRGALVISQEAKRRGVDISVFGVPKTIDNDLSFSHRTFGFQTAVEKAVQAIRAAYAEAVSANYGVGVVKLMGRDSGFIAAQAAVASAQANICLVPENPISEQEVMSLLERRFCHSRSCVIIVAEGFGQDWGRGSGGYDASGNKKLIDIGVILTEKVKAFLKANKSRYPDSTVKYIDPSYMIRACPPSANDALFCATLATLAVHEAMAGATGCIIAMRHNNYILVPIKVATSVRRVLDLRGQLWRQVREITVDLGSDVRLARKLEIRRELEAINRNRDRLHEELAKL
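PFK 1.25 nM, F6P 0.5 mM, ATP 0.1 mM, 0.1 M TEA pH 8.0, 5 mM MgCl2, 0.01% Tween20, 0.1% BSA; 45 min RT. ADP-Glo readout. qHTS titration up to 57 uM; curves fitted, compounds curve-classed.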
a7 integrin act – integrin-mediated muscular dystrophy alleviation activation; alpha7betagal myoblasts, beta-gal FDG fluorescence, 48 h; Potency, µM (series often up to 38.3 µM), without a hit: at the top dose activation, most hits filed as activators; 350,000 compounds, 0.064% hits; AID 624291;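 also: potency is read from the fitted curve at half-maximal effect; 100% = response of the positive control SU9516; nearly all actives have a fitted effect of over 60% in size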
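Alpha7betagal+/- myoblasts (passage 13) were plated 16-24 hr, then exposed to compounds (1:260 dilution of DMSO stock) for 48 hours at 37C. After MPER lysis, β-galactosidase reporter activity was read as FDG fluorescence (ex 480/em 540) after 30 minutes.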
Mito fusion yeast – blocks mitochondrial division or promotes mitochondrial fusion; S. cerevisiae fusion-defective mutant growth rescue, CellTiterGlo 48 h; 320,000 compounds, 0.23% hits; Potency, µM (titrated, usually from 46.1 µM), without a hit: top-dose growth rescue (activation), actives largely listed as activators;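 also: potency is read from the fitted curve at half-maximal effect; % of control where 0% means no effect; nearly all actives have a fitted effect of over 45% in size; temperature-sensitive fusion mutants such as fzo1-1 at 37 °C on non-fermentable ethanol glycerol medium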
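Luminescent cell viability in 1536-well qHTS format served as the measure of rescued growth in ts fusion-mutant S. cerevisiae cultured on non-fermentable YPEG for 48 hours at 37C.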
A-T KAP1 phos – potential ataxia-telangiectasia treatment. […] A-T fibroblasts, KAP-1 phosphorylation AlphaLISA; neocarzinostatin DNA damage 30 min before lysis. Potency, µM (titrated, usually from 57.5 µM), for inactives: top-dose activation, usual class: activators. 320,000 compounds, 0.19% hits; also: potency is read from the fitted curve at half-maximal effect; % of control where 0% means no effect; nearly all actives have a fitted effect of over 45% in size
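hTERT-immortalized A-T patient fibroblasts ([…]), 500 cells/well in OPTI-MEM, 1% FBS, got compounds for 60 min, then NCS for 30 min at 37C. Lysates were then assayed for phospho-KAP-1 by AlphaLISA (anti-pKAP1 donor, anti-KAP1 acceptor beads), 6 hr at 25C.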
ELG1 repair inh – inhibitors of ELG1-dependent DNA repair in HEK293T cells; AID 504467; HEK293T ELG1-luciferase reporter, luminescence, 16 h; DNA damage induced by 5-fluorouridine; Potency, µM (series often up to 46.1 µM), inactives show top-dose activity change, negative = inhibition, hits mostly inhibitors; 330,000 compounds, 2.3% hits; also: potency is read from the fitted curve at half-maximal effect; % is scaled to controls: 0 for no effect and ±100 for the full control effect; nearly all actives have a fitted effect of over 55% in size
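DMSO vehicle served as the neutral condition. Each well held 2,000 cells given 5-fluorouridine plus compound; after 16 hr at 37 °C/5% CO2, ONE-Glo was added and luciferase measured 30 min later.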
Numbers without * were called inactive; ? = inconclusive; . = not tested or not shown; [ ] = another dose, or the depositor's remark. Unless noted, calls follow the shape of the dose curve; as a rule, active = well fitted curve in the direction sought with a large enough effect; inconclusive = small, poorly fitted or top-dose-only effect, or another doubt; inactive = no such curve, though single readings can be large; an effect the other way counts as inactive or inconclusive.

smiles,Chronic BCR inh,TCR act,S-ASM inh,PTAP TSG101 blk,Eya2 phos inh,TSHR antag,Tb PFK block,a7 integrin act,Mito fusion yeast,A-T KAP1 phos,ELG1 repair inh
CCN(c1ccccc1)c1nc(C#N)nc(N(CC)c2ccccc2)n1,9%,-9%,-3%,-3%,-3%,-28,-3%,-48%[inhibitor],-6%,45%,-12%
CC(OC(=O)c1ccncc1)C(=O)Nc1cc(S(=O)(=O)N2CCCCC2)ccc1Cl (stereo not drawn),?,-3%[46.1 µM],7%,-2%,-2%,-11,1%,-14%,0%,.,2%
Cc1cccnc1NC(=O)c1ccc(S(=O)(=O)N2CC(C)OC(C)C2)cc1 (stereo not drawn),1%,11%,8%,-2%,3%,14,-3%,30%,-2%,1%,5%
O=C(NCCCN1CCN(c2ccccc2F)CC1)Nc1ccccc1[N+](=O)[O-],-16%,-5%,-4%,2%,1%,4,-5%,14%,-1%,-2%,-3%
O=C(Nc1c(C(=O)N2CCOCC2)cnn1-c1ccccc1)c1ccccc1F,-1%,0%,0%,-6%,-5%,2,0%,-6%,3%,4%,-6%
O=C(O)CSC1c2ccccc2C(=O)N1Cc1ccccc1 (stereo not drawn),1%,0%,3%,-5%,-5%,-7,0%,-7%,0%,-3%,26%
COc1ccc(C(=O)NCC(=O)OCc2cccc(Br)c2)cc1,7%,3%,-3%,-3%,4%,31,-9%,-21%,4%,10%,-1%
CC(=O)ON1C(C)(C)CC(OC(=O)c2ccccc2)CC1(C)C,2%,6%,-3%,0%,-3%,-2,2%,12%,6%,10%,0%
COc1ccc(F)cc1C(=O)C1CCCN(Cc2c(C)n(C)n(-c3ccccc3)c2=O)C1 (stereo not drawn),2%,5%,2%,-3%,2%,-5,-4%,-20%,11%,4%[11.5 µM],2%
CCc1cccc2c(C(=O)CN3C(=O)NC4(CCCCCC4)C3=O)c[nH]c12,?,5%,-2%,-1%,-13%,-8,4%,-54%[inhibitor],-9%,-2%,4%
O=C(Nc1ccccc1C(=O)N1CCN(Cc2ccccc2)CC1)c1ccc(F)cc1,-2%,12%,.,-8%,15%,17,-2%,21%,2%,2%,-8%
Cc1cc(C(=O)CSC(C)c2nc3ccccc3c(=O)[nH]2)c(C)n1C (stereo not drawn),0%,-2%,2%,-2%,-6%,-7,0%,-8%,6%,-2%,-5%
O=C(CN(C(=O)c1csnn1)c1cccc2ccccc12)NCc1ccc(F)cc1,2%,2%,-1%,-14%,-8%,-8,-4%,14%,-4%,1%,-28%
Cc1ccc2oc(=O)c(/C=C(\O)c3ccco3)nc2c1,?,-5%,-3%,?,3%,-3,-9%,-39%,3%,-5%,-3%
Cc1ccc(C)c(CSCC(=O)NCc2cccs2)c1,1%,-22%,1%,-5%,16%,-2,0%,22%,-8%,2%,-16%
Cc1ccc(C(=O)N2CC(=O)Nc3ccc(F)cc3C2c2ccccc2)cc1 (stereo not drawn),?,-2%,-3%,-1%,?,2,-1%,-7%,-2%,-1%,-1%
CCCCn1c(SCC(=O)Nc2cc(C)on2)nc2ccccc2c1=O,7%,0%,2%,-2%,-16%,29,-2%,5%,-5%,-2%,0%
CCC(=O)c1ccc(OCC(O)Cn2nc(C)c(C(C)=O)c2C)cc1 (stereo not drawn),?,7%,-1%,-4%,-4%,-1,0%,17%,4%,-1%,?
CSc1nc(-c2ccccc2F)c(C#N)c(=O)n1C,?,-5%,-2%,-4%,0%,-7,-8%,-8%,9%,8%,18%
CN(CC(=O)Nc1cccc(F)c1)C(=O)c1cccnc1Sc1ccccc1Cl,-5%,12%,-2%,2%,-25%,-5,-1%,-1%,13%,-7%,?
CC(C)CN=Cc1c(O)c([N+](=O)[O-])cc2oc3c(c12)CCCC3,?,1%[46.1 µM],-5%,0%,0%,-85*,-4%,18%,9%,4%,-5%
CSCC[C@H](NC(=O)NCc1ccc(F)cc1)C(=O)O,3%,7%,2%,0%,7%,-5,0%,1%,2%,-4%,-1%
O=C(c1sc2cc([N+](=O)[O-])ccc2c1Cl)N1CCCCC1,?,1%,0%,-2%,-5%,-14,0%,14%,12%,-3%,6%
Cc1ccc(-n2nc3c(c2NC(=O)c2ccc(S(=O)(=O)N4CCOCC4)cc2)CSC3)c(C)c1,7%,4%,0%,-6%,7%,-4,0%[0.46 µM],2%,-3%,3%,0%
Nc1nc(SCc2ccc(Br)cc2)[nH]c(=O)c1-c1ccccc1,?,.,-3%,-6%,-13%,14,-4%,?,1%,?,-6%
CCOC(=O)c1ccc(N2C(=O)CC(N(C)CCc3ccc(OC)c(OC)c3)C2=O)cc1 (stereo not drawn),?,-2%,-1%,-4%,-37%,-7,-1%,12%,5%,4%,-16%
COc1cc(OC)c(C2SCCCS2)cc1OC,-6%,0%[46.1 µM],1%,-1%,-4%,3,-3%,15%,-12%,-3%,5%
O=C(CN1CCN(c2ccc(O)cc2)CC1)Nc1ccc(-c2ccccc2)cc1,-11%,0%,29%,-1%,-14%,0,-14%,0%,-8%,0%,?
ON(Cc1c(F)cccc1Cl)Cc1c(F)cccc1Cl,0%,-3%,6%,-3%,-8%,7,-2%,8%,3%,8%,-3%
COCc1nnc(NC(=O)C2CC(=O)N(c3ccc(C)c(Cl)c3)C2)s1 (stereo not drawn),1%,-1%,.,0%,-7%,3,-13%,-1%,2%,2%,5%
O=C(COC(=O)C1CCCCC1)Nc1ccc(S(=O)(=O)N2CCOCC2)cc1,-5%,-4%,-5%,-6%,8%,0,-3%,18%,11%,6%,-6%
COc1ccccc1C(=O)NNC(=O)CN1C(=O)c2ccccc2C1=O,-1%,5%,1%,-3%,11%,-1,-4%,-10%,-1%,6%,4%
Cc1sc2ncnc(SC(C)C(=O)N3c4ccccc4Sc4ccccc43)c2c1C (stereo not drawn),9%,2%[46.1 µM],-10%,0%,4%,-7,0%,3%,23%,-4%,-21%
Cn1c(-c2ccc(Cl)cc2)cnc1NCc1cc2c(cc1[N+](=O)[O-])OCO2,0%,1%[46.1 µM],-1%,0%,-3%,-3,0%,-6%,19%,5%,-13%
O=C(NCc1ccccc1)C1=C[C@H](c2coc3ccccc3c2=O)C[C@H](OCCCCO)O1,17%,11%,6%,-3%,11%,-5,1%,0%,-6%,5%,-7%
CC(C)(C)c1cc(C(=O)NNC(=O)Nc2ccccc2)n(Cc2ccccc2)n1,?,3%,1%,-3%,-16%,9,2%,-35%,-1%,4%,7%
O=C(NCCC(c1ccccc1)c1ccccc1)c1cnc2sccn2c1=O,1%,8%,9%,0%,-1%,-3,-2%,4%,18%,2%,-20%
CCOc1cc(N2CCOCC2)c(OCC)cc1NC(C)C(=O)N1CCC(C)CC1 (stereo not drawn),0%,2%[46.1 µM],3%,-8%,-4%,-5,1%,-17%,-4%,-1%,9.2µM*
Cc1cccc(NC(=S)NC(C)CCc2ccccc2)c1 (stereo not drawn),1%,-10%[46.1 µM],4%,-2%,0%,0,6%,-12%,9%,6%,-9%
CCOc1ccc(/C(O)=C2/C(=O)C(=O)N(CC3CCCO3)C2c2ccc(C)o2)cc1 (stereo not drawn),2%,0%,-3%,-3%,-7%,2,-6%,0%,-1%,-9%,30%
O=C(Nc1ccccc1Cl)c1cc(S(=O)(=O)N2CCOCC2)cs1,-14%,1%,0%,-2%,7%,19,2%,-6%,2%,3%,-6%
COc1ccc(NS(=O)(=O)c2ccc(NS(C)(=O)=O)cc2)cc1,-1%,5%,3%,-10%,3%,3,7%,?,0%,2%,-30%
O=S(=O)(NC1=NCCCCC1)c1ccc(F)cc1F,0%,1%,4%,-5%,5%,.,?,-2%,.,18%,24%

High-throughput results as filed in PubChem.
